# Luc counter: Kinase-Glo luciferase inhibition (counter-screen); Q27757; Kinase-Glo luciferase, ATP luminescence, 8 min; Potency, µM (titrated, usually from 38.3 µM), for the others: top-dose activity change, negative = inhibition, usual class: inhibitors; actives 0.28% (n = 200,000); AID 1379; further: potency means the concentration at half of the fitted maximal effect; on the % scale 0 is the no-effect control and ±100 the full control effect; nearly all actives have a fitted effect of over 60% in size
#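 Compounds were added to a substrate mix at pH 7.2 (50 mM imidazole, 10 uM ATP, within the enzyme's linear range), followed by Kinase-Glo detection reagent; luminescence was measured after 8 minutes at ambient temperature.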
# IMPase Li inh: cell-permeable IMPase inhibitors with lithium potentiation | Potency, µM (doses to about 59.4 µM), without a hit: at the top dose activity, negative = IMPase inhibition, hits mostly inhibitors | AID 1457 | actives 0.35% (n = 210,000) | CHO-M1 cells, IP1 TR-FRET (IP-One), carbachol + lithium;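 further: IP1 builds up when IMPase is blocked and the TR-FRET signal falls; potency means the concentration at half of the fitted maximal effect; plate controls were basal vehicle for no effect and high inhibitor control for full effect; nearly all actives have a fitted effect of over 50% in size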
#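 Concentration–response in CHO-M1 cells, lithium-potentiated; 30 min at 37C. IP1 detected by competitive TR-FRET after 10 min lysis at RT. Hill-fitted AC50.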
# CBFb RUNX1 block: CBF-beta/RUNX1 interaction disruption; Q01196+Q13951; AlphaScreen CBFb-His/RUNX1-biotin binding, biochemical; Potency, µM (series often up to 59.8 µM), for inactives: top-dose activity, negative = inhibition, actives largely listed as inhibitors; 230,000 tested, under 10 active; further: % of control where 0% means no effect
#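 Interaction loss through any mechanism counts as activity. Pre-formed complex of His-CBF-beta and biotin-RUNX1 (30 nM apiece) is incubated with compound 15 min, then with 50 ng nickel and 50 ng streptavidin beads for 90 min before AlphaScreen detection.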
# GLA spleen mod: inhibitors or activators of human alpha-galactosidase in spleen homogenate | P06280 | human spleen homogenate, 4MU-alpha-Gal fluorescence, 40 min | Potency, µM (top dose mostly 80 µM), for the others: at the top dose activity change, negative = inhibition, actives largely listed as inhibitors | actives 0.008% (n = 240,000);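 further: potency means the concentration at half of the fitted maximal effect; 0% = enzyme with vehicle and -100% = no enzyme basal signal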
# Target sequence (P06280 32-429 limits assumed): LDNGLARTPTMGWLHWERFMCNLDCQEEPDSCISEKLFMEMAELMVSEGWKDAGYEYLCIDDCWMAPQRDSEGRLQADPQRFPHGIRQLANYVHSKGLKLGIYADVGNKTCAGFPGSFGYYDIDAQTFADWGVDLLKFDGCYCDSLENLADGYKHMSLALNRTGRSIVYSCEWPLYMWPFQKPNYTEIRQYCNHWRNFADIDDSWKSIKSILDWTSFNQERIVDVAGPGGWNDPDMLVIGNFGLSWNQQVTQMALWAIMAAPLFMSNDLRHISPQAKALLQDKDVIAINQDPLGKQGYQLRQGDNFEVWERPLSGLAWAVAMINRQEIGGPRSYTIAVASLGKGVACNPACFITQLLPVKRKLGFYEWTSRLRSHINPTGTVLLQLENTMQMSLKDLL
#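 Inhibition or activation of alpha-galactosidase in human spleen homogenate is scored by 4-MU fluorescence after 40 min at 37C, pH 5.0, with 1 mM substrate. AC50s come from concentration-response fitted to the Hill equation.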
# Epigenetic derep: derepresses silenced GFP reporter in murine cells; murine LDR cells, GFP reporter derepression, 30 h; Potency, µM (highest dose often 53.9 µM), for the others: top-dose GFP activation, hits mostly activators; actives 0.2% (n = 280,000); AID 1865; further: potency means the concentration at half of the fitted maximal effect; % of control where 0% means no effect; nearly all actives have a fitted effect of over 60% in size
#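 Readout is the number of GFP-expressing murine LDR cells, counted by cytometry following washing. Cells were treated with compound for 30 h at 37 C; the stably integrated CMV-GFP locus is normally silent.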
# LMNA splice mod: modulators of lamin A splicing; HeLa LMNA splicing GFP/RFP minigene ratio, 48 h; Potency, µM (doses to about 46.1 µM), for the others: top-dose ratio change, negative = inhibition, hits mostly inhibitors; actives 0.01% (n = 200,000); AID 1487; active means well fitted inhibition curve with a large enough effect in the signal ratio, with a control signal flat, not every such curve was filed as active; inconclusive means small, poorly fitted or top-dose-only effect, or effect the other way, or a change in a side signal; the % refers to the signal ratio; further: potency means the concentration at half of the fitted maximal effect; on the % scale 0 is the no-effect control and ±100 the full control effect
#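 S3 HeLa cells stably expressing lamin A-EGFP splicing minigene plus DsRed2, 600 cells/well, 48 h compound exposure at 37C. Laser-scanning cytometry; analysed as GFP (500-530 nm)/RFP (575-640 nm) total intensity ratio; 0.5% DMSO vehicle.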
# NPSR antagonist: neuropeptide S receptor (human) antagonism, cAMP; CHO-NPSR cells, cAMP TR-FRET, antagonist mode; Potency, µM (highest dose often 38.3 µM), for the others: top-dose activity change, negative = inhibition, most hits filed as inhibitors; actives 1% (n = 220,000); AID 1461; further: potency means the concentration at half of the fitted maximal effect; on the % scale 0 is the no-effect control and ±100 the full control effect; nearly all actives have a fitted effect of over 50% in size; many of its hits are not listed in these tables
# Target sequence (Q6W5P4 whole entry, looked up): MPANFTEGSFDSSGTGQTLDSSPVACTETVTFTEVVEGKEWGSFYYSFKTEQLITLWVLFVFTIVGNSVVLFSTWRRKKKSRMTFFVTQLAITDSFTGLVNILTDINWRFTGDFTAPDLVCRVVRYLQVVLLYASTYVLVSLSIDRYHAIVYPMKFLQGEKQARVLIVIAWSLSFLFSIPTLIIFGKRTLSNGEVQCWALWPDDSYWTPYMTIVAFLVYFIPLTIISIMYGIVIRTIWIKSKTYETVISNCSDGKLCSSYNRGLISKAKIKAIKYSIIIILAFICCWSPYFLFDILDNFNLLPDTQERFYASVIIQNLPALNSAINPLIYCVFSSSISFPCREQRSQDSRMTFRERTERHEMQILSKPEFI
# * = called active by the depositor; ? = inconclusive; . = not tested or not shown; & = joins results of further samples; [ ] = another dose, or the depositor's remark. Unless noted, the call rests on the fitted dose curve; in most records, active means well fitted curve in the direction sought with a large enough effect; inconclusive means small, poorly fitted or top-dose-only effect, or another doubt; inactive means no such curve, though single readings can be large; an effect the other way counts as inactive or inconclusive. A portion of the library. The share of hits here may be higher or lower than overall.
nr	Structure	Luc counter	IMPase Li inh	CBFb RUNX1 block	GLA spleen mod	Epigenetic derep	LMNA splice mod	NPSR antagonist
1	CC(C)N1CCN(Cc2cc3c(cc2Cl)OCO3)CC1CCO (stereo not given)	.	.	4%	-11%	-0.7%	.	44%
2	COCCNCCOc1ccc(C(C)(C)c2ccccc2)cc1	-4%	0%	-8%	-3%	-1.9%	-5%	6%
3	COc1ccc(C(=O)C2CCCN(Cc3cnc(C)s3)C2)c(OC)c1 (stereo not given)	-4%	8%	4%	2%	-0.1%	0%[46 µM]	-4%
4	CC1=C[C@@H]2c3cccc4[nH]cc(c34)C[C@H]2N(C)C1	.	?	-12%	6%	0.0%	.	.
5	CC(=NCc1ccco1)c1c(O)n(-c2ccccc2)c(=O)[nH]c1=O	-2%	-22%[38.3 µM]	3%	7%	-1.8%	-14%	-2%[46.1 µM]
6	CC12CN3CCN(CC(C3)/C1=N/NC(N)=O)C2	.	.	1%	0%	-6.1%	.	-9%
7	COc1ccc(OCC(=O)N2CCN(Cc3ccc(SC)cc3)CC2)cc1	-3%	2%	2%	0%	-0.1%&0.3%	8%[46 µM]	13%
8	O=C(c1ccccc1F)c1cn(CC(=O)N2CCCC2)c2ccccc12	1%	17%[38.3 µM]	5%	1%	-1.0%	-3%	1%[46.1 µM]
9	CCOc1ccc(C2C(C#N)=C(N)Oc3c2c(=O)oc2ccccc32)cc1 (stereo not given)	2%	-2%[38.3 µM]	8%	-11%	1.6%	15%	-20%[46.1 µM]
10	COc1ccc2[nH]cc(CCN=C(N)N)c2c1	-8%	-9%	1%	9%	0.2%	.	12%
11	O=C(CC[N+](=O)[O-])OCC1OC(O)C(OC(=O)CC[N+](=O)[O-])[C@@H](OC(=O)CC[N+](=O)[O-])C1OC(=O)CC[N+](=O)[O-] (stereo not given in full)	0%	-17%	.	23%	1.3%	?	.
12	CCC[C@@](C)(COC(N)=O)COC(=O)NC(C)C	5%[17.1 µM]	-5%	-8%[21.7 µM]	-13%[29.1 µM]	1.1%[16.9 µM]	?	.
13	N=c1sc2c(n1Cc1ccccc1)CCCC2	-6%	-16%[38.3 µM]	-4%	3%	-1.1%	-2%	5%[46.1 µM]
14	Brc1ccc2[nH]cc(/C=N/N3CCCCC3)c2c1	-3%	3%	-2%	-18%	1.1%	?	-3%
15	CCOC(=O)C1CCN(C(C)C(=O)c2c(C)[nH]c3cc(C)ccc23)CC1 (stereo not given)	-6%	13%[38.3 µM]	-1%	-7%	0.0%	-6%	-7%[46.1 µM]
16	CCC(=NCc1cccnc1)c1c(O)n(-c2ccccc2)c(=O)[nH]c1=O	.	.	5%	5%	-0.3%	.	8%
17	C=Cn1ccnc1P(=S)(c1c(C)nn(-c2ccccc2)c1C)c1nccn1C=C	-7%	10%[38.3 µM]	3%	23%	-0.7%	?	-12%[46.1 µM]
18	COc1cc2c(cc1OC)CN(c1ccc([N+](=O)[O-])c(C(F)(F)F)c1)CC2	1%	11%	-12%	8%	14%	?	-16%[46.1 µM]
19	Cc1ccc(N2C(=O)NC(=O)/C(=C/C=C/c3ccco3)C2=O)cc1	0%	15%	?	0%	1.0%	?	-53%
20	CC1=C2C3OC(=O)[C@H](C)[C@H]3CC[C@@]2(C)C=CC1=O (stereo not given in full)	1%	0%	-5%[21.7 µM]	-13%	-2.7%	.	.
21	CNC(=O)[C@H]1C[C@@H]1[C@H](NP(=O)(c1ccccc1)c1ccccc1)c1ccccc1	0%	-2%	?	4%	-1.4%	.	.
22	Cc1cccc(N2C(=O)NC(=O)/C(=C\C=C\c3ccco3)C2=O)c1	.	.	-30%	-8%	-1.9%	.	?
23	CC(C)CN1CCC2(CC1)CCN(S(C)(=O)=O)CC2	-3%	15%	.	-2%	.	.	.
24	N[C@@]1(C(=O)O)CC[C@@H](C(=O)O)C1	-2%	5%	-28%	-1%	-0.2%	?	-5%[46.1 µM]

# 15 entries from above in a different format.
# Every second line gives: Luc counter	IMPase Li inh	CBFb RUNX1 block	GLA spleen mod	Epigenetic derep	LMNA splice mod	NPSR antagonist
8	O=C(c1ccccc1F)c1cn(CC(=O)N2CCCC2)c2ccccc12
→ 1%	17%[38.3 µM]	5%	1%	-1.0%	-3%	1%[46.1 µM]
9	CCOc1ccc(C2C(C#N)=C(N)Oc3c2c(=O)oc2ccccc32)cc1 (stereo not given)
→ 2%	-2%[38.3 µM]	8%	-11%	1.6%	15%	-20%[46.1 µM]
10	COc1ccc2[nH]cc(CCN=C(N)N)c2c1
→ -8%	-9%	1%	9%	0.2%	.	12%
11	O=C(CC[N+](=O)[O-])OCC1OC(O)C(OC(=O)CC[N+](=O)[O-])[C@@H](OC(=O)CC[N+](=O)[O-])C1OC(=O)CC[N+](=O)[O-] (stereo not given in full)
→ 0%	-17%	.	23%	1.3%	?	.
12	CCC[C@@](C)(COC(N)=O)COC(=O)NC(C)C
→ 5%[17.1 µM]	-5%	-8%[21.7 µM]	-13%[29.1 µM]	1.1%[16.9 µM]	?	.
13	N=c1sc2c(n1Cc1ccccc1)CCCC2
→ -6%	-16%[38.3 µM]	-4%	3%	-1.1%	-2%	5%[46.1 µM]
14	Brc1ccc2[nH]cc(/C=N/N3CCCCC3)c2c1
→ -3%	3%	-2%	-18%	1.1%	?	-3%
15	CCOC(=O)C1CCN(C(C)C(=O)c2c(C)[nH]c3cc(C)ccc23)CC1 (stereo not given)
→ -6%	13%[38.3 µM]	-1%	-7%	0.0%	-6%	-7%[46.1 µM]
16	CCC(=NCc1cccnc1)c1c(O)n(-c2ccccc2)c(=O)[nH]c1=O
→ .	.	5%	5%	-0.3%	.	8%
17	C=Cn1ccnc1P(=S)(c1c(C)nn(-c2ccccc2)c1C)c1nccn1C=C
→ -7%	10%[38.3 µM]	3%	23%	-0.7%	?	-12%[46.1 µM]
18	COc1cc2c(cc1OC)CN(c1ccc([N+](=O)[O-])c(C(F)(F)F)c1)CC2
→ 1%	11%	-12%	8%	14%	?	-16%[46.1 µM]
19	Cc1ccc(N2C(=O)NC(=O)/C(=C/C=C/c3ccco3)C2=O)cc1
→ 0%	15%	?	0%	1.0%	?	-53%
20	CC1=C2C3OC(=O)[C@H](C)[C@H]3CC[C@@]2(C)C=CC1=O (stereo not given in full)
→ 1%	0%	-5%[21.7 µM]	-13%	-2.7%	.	.
21	CNC(=O)[C@H]1C[C@@H]1[C@H](NP(=O)(c1ccccc1)c1ccccc1)c1ccccc1
→ 0%	-2%	?	4%	-1.4%	.	.
22	Cc1cccc(N2C(=O)NC(=O)/C(=C\C=C\c3ccco3)C2=O)c1
→ .	.	-30%	-8%	-1.9%	.	?

# Going on with the list:
nr	Structure	Luc counter	IMPase Li inh	CBFb RUNX1 block	GLA spleen mod	Epigenetic derep	LMNA splice mod	NPSR antagonist
25	CCCCn1c(O)c(C(C)=NCc2cc(OC)cc(OC)c2)c(=O)[nH]c1=O	-4%	19%[38.3 µM]	-1%	-27%	-3.6%	-7%	-17%[46.1 µM]
26	Cc1c(O)c(=O)ccn1C	-2%	-6%	?	7%	3.1%	?	0%&23%
27	ON1C2CCCCC2N(O)C1c1ccccc1F (stereo not given)	.	.	-7%	-20%	1.9%	-2%	4%[46.1 µM]
28	C[C@]12CC[C@H]3[C@@H](CCC4C[C@H](O)CC[C@@]43C)[C@@H]1CC[C@@H]2O (stereo not given in full)	-1%	10%	-5%	-3%	-0.1%	?	-5%[46.1 µM]
29	Cc1ccc(-n2sc3ccccc3c2=O)cc1	-13%	2%	-3%	-2%	0.0%	-19%	?
30	ClC(Cl)(Cl)C(Cl)(Cl)Cl	.	-6%	2%[21.7 µM]	0%	.	.	.
31	O=C(CN1CCCC1)Nc1ccc(Cl)cc1C(=O)c1ccccc1	-1%	9%	4%	4%	-0.2%	?	-3%
32	COc1ccc(N=C(C)c2c(O)n(C)c(=O)n(C)c2=O)c(OC)c1	1%	31%[activator][38.3 µM]	-4%	-2%	-1.1%	-7%	?
33	CN1CCC(N(C)Cc2cccnc2)CC1	-1%	4%[38.3 µM]	5%	0%	0.7%	-4%	-8%[46.1 µM]
34	Cc1occc1C(=O)Nc1nnc(C(F)(F)F)s1	-22%	0%[38.3 µM]	8%	-1%	-1.0%	?	6%[46.1 µM]
35	CCOC(=O)c1sc(/N=C/c2c(O)n(-c3ccccc3)c(=O)[nH]c2=O)c(C#N)c1C	2%	-5%[38.3 µM]	12%	5%	0.0%	-8%	14%[46.1 µM]
36	CCc1n[nH]c(CCN)n1	.	.	1%	4%	-0.4%	.	-13%[7.67 µM]
37	Cc1nn(Cc2ccccc2Cl)c(Cl)c1C(=O)OC(C(=O)NC(N)=O)C(C)C (stereo not given)	2%	10%	2%	-3%	-0.9%	?	2%
38	CN1CCN(c2ccc(NC(=O)C(C)(C)C)cc2)CC1	0%	8%[38.3 µM]	0%	5%	-0.8%	-2%	-4%[46.1 µM]
39	O=[N+]([O-])c1cc(S(=O)(=O)c2ccc(O)c([N+](=O)[O-])c2)ccc1O	0%	-1%	?	-12%	0.0%	5%	16%
40	C[C@]12CCC(=O)C(O)=C1CC[C@@H]1[C@@H]2CC[C@]2(C)C(=O)CC[C@@H]12	3%	-1%	9%	-15%	-1.7%	6%	5%
41	CCOP(=O)(c1ccccc1)c1nc(-c2ccc(F)cc2)oc1N1CCCCC1 (stereo not given)	-2%	7%[38.3 µM]	-4%	5%	0.0%	3%	?
42	Cc1cccc(N2C(=O)NC(=O)/C(=C\c3cccn3-c3ccc(Cl)cc3)C2=O)c1	-3%	18%[38.3 µM]	-6%	-4%	?	?	?
43	O=c1c2ccccc2[nH]c(=S)n1-c1ccc2c(c1)OCCO2	.	.	12%	6%	-1.0%	.	-11%
44	CCN1c2nc3c(C)cccn3c(=O)c2CC2(C(=O)N(C)C(=O)N(C)C2=O)C1C (stereo not given)	-1%	-11%[38.3 µM]	17%	4%	-9.5%	-3%	4%[46.1 µM]

# Compound activity from PubChem.
